bCat nuc transl = alters nuclear translocation of beta-catenin in HeLa cells; immunofluorescence imaging; nuclear translocation activity, % at 5 µM; 0.3% of 190,000 active;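 active = nuclear translocation activity above 50% at 5 µM, with a well cell count of 50 or more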;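 also: per-cell ratio of nuclear to cytoplasmic median beta-catenin stain intensity; plate controls were DMSO negative control for no effect and GSK-3 inhibitor IX positive control for full effect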
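Read-out: Nuclear/cytoplasmic beta-catenin signal ratio, % activation | Assay system: Human HeLa cell line | Times: 24 h compound exposure at 37°C, 5% CO2 | Signal: Fluorescence imaging of beta-catenin antibody stain plus DAPI | Dosing: 5 µM primary, 0.02–20 µM confirmation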
MT stabilize HCS = microtubule stabilization, imaging screen | HeLa tubulin immunostaining HCS, 24 h; share of cells brighter than vehicle mean+2SD | % tubulin-high responders, % at 10 µM | 0.83% of 200,000 active;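 active = plate Z-score above 3 for both tubulin-high and condensed-nucleus cell shares, with cell loss under 80%, at 10 µM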;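 also: anti alpha tubulin signal scored within the nucleus-defined area of each cell; some results filed as inactive read as strong as hits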
WT yeast gro inh = growth inhibition of WT yeast, mitochondrial fusion screen; mitochondrial fusion phenotypic screen, WT strain; inhibition, % at 10 µM; 2.1% of 190,000 active; in the data active = inhibition above about 58%; tested in S. cerevisiae
XIAP displacement = small molecules displacing peptide from XIAP – biochemical, IAP family, fluorescence polarization (AID 1018) | XIAP BIR domain, fluorescence polarization peptide displacement; higher % means a stronger effect | displacement, % at 20 µM; hits with a dose series show IC50 in µM | 0.007% of 200,000 active; in the data active = displacement above about 50%; also: a part of the inactive calls stands beside numbers as strong as those of hits
ER stress rescue = rescue of cells from ER stress-induced death, primary screen, 384-well, CSM14.1, thapsigargin, ATP luminescence (AID 1222); CSM14.1 thapsigargin-induced death rescue, ATP luminescence; higher % means a stronger effect; cellular ATP content (survival), % at 20 µM, or EC50 in µM where a hit was titrated; 190,000 tested, under 10 active;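 active = EC50 below 50 µM in the dose-response confirmation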;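 also: death triggered by thapsigargin at about 15 µM added after 2 h compound pretreatment; cell ATP read after overnight thapsigargin exposure of roughly 18 to 22 hours; normalized against plate controls of thapsigargin alone and 5% DMSO vehicle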
Autophagy HCS = modulators of autophagy | MEF GFP-LC3 puncta imaging; test concentration mostly 10 µM | calls only at 10 µM (by protocol) | 0.98% of 190,000 active;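 active = percentage of spot-positive cells more than 3 SD above its plate mean, without a fluorescence outlier flag or 80% toxicity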;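 also: spot-positive cell cutoff set from DMSO-treated cells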
Dynein transport = dynein cargo transport inhibition. 3617.4 mouse cells, GR-EGFP nuclear translocation imaging; test concentration mostly 20 µM; stimulated with dexamethasone, 1 µM; hits give low values. z-score, hits read low. 0.47% of 220,000 active;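 active = plate z-score of nuclear minus cytoplasmic receptor signal below a set negative limit, without overly bright fluorescence or cell loss, cut at about -3.5 in these data, passing the limit was not always enough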;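 also: z-score of nuclear minus cytoplasmic ring GR-EGFP intensity difference per well; some compounds called inactive have numbers as strong as hits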
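Buffer or medium – tet-free medium with charcoal-stripped serum · Signal – automated 10x imaging of fixed Hoechst-stained cells · Also added – dexamethasone agonist, 1.0 µM final, for 30 min · Incubation – induction 48 h, compound 1 h, agonist 30 min · Read-out – GR-EGFP nuclear translocation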
Lipid droplet = modulators of hepatic lipid droplet formation. AML12 mouse hepatocytes, oleate lipid droplets, BODIPY imaging. 0.4% of 240,000 active. AID 1656. inhibition, % at 6.5 µM;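 active = lipid droplet intensity inhibited by at least 50%, with more than 500 cells counted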
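Assay system: AML12 hepatocytes (mouse); Probe or stimulus: oleic acid at 100 µM to induce lipid droplet formation; Dosing: compound at 6.5 µM only; Schedule: compound with oleate, overnight; Detection: fluorescence imaging, 20x objective, two fields per well; Measure: % inhibition of lipid droplet signal.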
Ins promoter up = MIN6 insulin promoter up-regulation; MIN6 insulin promoter-GFP reporter, high-content imaging; hits give high values; z-score at 5 µM; 0.3% of 190,000 active;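 active = z-score above 3 at 5 µM with at least 500 cells counted in the well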
WT yeast gro inh mutant strain = also measured in WT yeast gro inh; calls as there; inhibition, %; mitochondrial fusion phenotypic screen, mutant strain inhibition
Dynein transport cytoplasmic EGFP = further read-out of Dynein transport, marked with its call; z-score; measured here: cytoplasmic GR-EGFP intensity; hits give high values
Dynein transport nuclear GR-EGFP = recorded beside Dynein transport, whose call it bears; z-score; measured here: nuclear GR-EGFP intensity;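 lower value marks the stronger effect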
Dynein transport cell count = second read-out of Dynein transport, no call of its own (marks repeat the call); z-score; measured here: cell count per field
Ins promoter up cell count = also measured in Ins promoter up; calls as there; cell count; measured here: cytotoxicity, nuclei count;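 total cells summed across four imaged fields per well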
Lipid droplet cells 6.5 µM = also measured in Lipid droplet; calls as there; cell count; measured here: cell count, cytotoxicity flag;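 cells counted across two imaged fields per well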
bCat nuc transl cell count 5 µM = second read-out of bCat nuc transl, no call of its own (marks repeat the call); cell count; measured here: cell count, cytotoxicity flag
MT stabilize HCS Hoechst-high % = further read-out of MT stabilize HCS, marked with its call; % Hoechst-high responders; measured here: nuclear condensation Hoechst responders;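 share of cells brighter than vehicle mean plus two SD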
MT stabilize HCS cytotoxicity % = further read-out of MT stabilize HCS, marked with its call; toxicity, %; measured here: cytotoxicity by cell density;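 0% = mean cell density of plate MIN control wells and 100% = no cells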
Autophagy HCS cell loss 18 h = further read-out of Autophagy HCS, marked with its call; toxicity, %; measured here: cell loss, nuclei count;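 cell loss after 18 h compound exposure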
Numbers without * were called inactive; i = inactive; . = no result given.

SMILES	bCat nuc transl	bCat nuc transl cell count 5 µM	MT stabilize HCS	MT stabilize HCS Hoechst-high %	MT stabilize HCS cytotoxicity %	WT yeast gro inh	WT yeast gro inh mutant strain	XIAP displacement	ER stress rescue	Autophagy HCS	Autophagy HCS cell loss 18 h	Dynein transport	Dynein transport cytoplasmic EGFP	Dynein transport nuclear GR-EGFP	Dynein transport cell count	Lipid droplet	Lipid droplet cells 6.5 µM	Ins promoter up	Ins promoter up cell count
C/C(=N\NC(=O)c1c(Br)c(C)nn1C)c1ccc(NC(=O)C(C)Oc2ccc(Cl)cc2C)cc1 (stereo not drawn)	0.1	1327	3.8	0.8	4.2	13	-11	1.9%	-2.2%	i	11	0.54	-0.24	0.78	0.54	.	.	-0.42	1608
CCOC(=O)c1c(NC(=O)Nc2cccc(Cl)c2)sc(C)c1C	-2.1	1187	0.5	1.4	11	14	26	-22%	-4.0%	i	6	0.24	-0.12	0.035	0.43	0	697	-0.08	754
COc1ccc(S(=O)(=O)NCCSc2ccc(Cl)cc2)cc1OC	4.2	515	2.6	1.4	5.6	13	-16	-3.6%	3.0%	i	4	-0.83	-0.27	-0.59	-0.27	-18	681	.	.
COc1ccc(C(=O)O/N=C(\N)Cc2ccc(Cl)c(Cl)c2)cc1OC	-1.0	1066	32	6.7	60	94*	57*	0.9%	-6.7%	i	-9	-0.35	-0.3	-0.5	0.38	0	493	-0.01	1505
CC(C)N(C(=O)CSc1nnc(CN2CCCCCC2=O)n1-c1ccccn1)C(C)C	-4.6	1171	3.5	1.9	6.4	-1	14	-5.5%	2.1%	i	6	-1.1	-0.29	-0.62	0.41	-2	736	0.33	892
CSc1ccc(/C=C(/Sc2nnc(-c3ccccc3)o2)C(=O)O)cc1	-1.1	1041	2.5	2.9	13	-5	-10	-4.3%	0.1%	i	15	0.27	-0.24	-0.23	0.72	13	668	0.51	1166
CCCn1c(SCC(=O)c2cc(OC)ccc2OC)nnc1C(C)C	2.1	715	5.0	2.8	5.1	-9	11	-5.8%	-1.4%	i	12	-2.8	0.15	-1.2	0.29	.	.	-0.19	1043
Cc1ccc(NC(=O)COc2nc(C)cs2)cc1	.	.	3.0	1.9	2.1	-8	8	-4.3%	.	i	-6	-1.2	-0.23	-0.81	0.59	-8	696	.	.
CCn1c(=O)c(C(=O)NC(C)C)c(O)c2ccccc21	0.2	1002	0.4	0.7	11	2	19	-6.5%	-1.7%	i	-6	-0.96	-0.44	-0.48	0.92	20	781	0.97	927
CCOC(=O)N1CCN(c2c(NCc3ccccc3Cl)c(=O)c2=O)CC1	-0.3	1338	.	.	.	.	.	.	.	.	.	-0.43	-0.22	-0.093	0.62	17	743	-0.79	1037
CCCn1c(NCc2ccco2)nc2ccccc21	.	.	1.7	0.5	34	-14	-5	1.2%	0.2%	i	5	1.7	0.18	1.9	-1.9	-15	696	.	.
CCOC(=O)CSc1nc2cc(C(=O)OC)ccc2c(=O)n1CCN1CCOCC1	-0.9	1333	0.5	1.1	9.3	-7	4	-2.7%	1.3%	i	-7	-1.1	-0.12	-0.51	0.75	.	.	-0.89	1711
Oc1ccc(/C=N/N=C/c2ccc(O)cc2)cc1	0.7	1567	5.3	2.0	5.3	1	-10	15%	2.3%	i	-16	0.35	0.097	0.22	-0.72	0	659	0.4	1397
CCOC(=O)COc1ccccc1/C=C1\NC(=O)NC1=O	-3.9	588	2.4	1.2	3.5	-14	2	-4.3%	-2.0%	i	34	-0.4	-0.26	-0.19	0.15	0	705	.	.
COc1nc2ccccc2cc1-c1noc(-c2cccnc2)n1	-5.8	930	.	.	.	.	.	-2.2%	-0.7%	.	.	.	.	.	.	.	.	0	1295
CC(=O)c1cc(-c2ccc(F)cc2)n(CC(=O)NCc2cccs2)c1C	.	.	3.7	2.0	3.8	4	2	0.7%	-0.1%	i	-12	-0.35	-0.17	0.11	-0.13	.	.	.	.
Cc1ccc(/C=C/C(=O)OCc2nc(N)nc(Nc3ccccc3C)n2)o1	-4.0	1115	1.4	2.0	2.9	18	-25	-6.8%	-0.9%	i	-3	0.2	-0.14	0.17	-0.71	5	679	0.05	1385
CCCCCn1c(CNC(=O)c2cccs2)nc2ccccc21	-1.8	1303	2.5	2.1	2.3	9	3	-4.7%	2.7%	i	-1	1.1	-0.13	0.82	-1.6	-14	748	-0.11	1192
Cc1ccc(C(=O)NNC(=O)C2CCN(c3nccc(C)n3)CC2)cc1	-1.8	1386	2.1	1.4	2.2	0	1	-2.5%	-1.1%	i	-8	0.89	-0.16	0.49	-1.2	.	.	-0.01	1618
O=C(Cc1cccs1)N/N=C/c1ccc(OCc2ccccc2)cc1	3.2	1113	3.7	2.2	5.0	19	-8	21%	-1.7%	i	16	-0.36	-0.25	-0.28	0.72	-2	663	-0.65	1375
CCOC(=O)C1(Cc2cccc(F)c2)CCN(C(=O)C2CCOCC2)CC1	3.9	979	2.4	0.9	0.0	4	7	-2.9%	0.5%	i	-24	0.36	-0.083	0.29	-0.81	-4	727	-0.15	1250
c1ccc2c(c1)ccc1nnc(-c3ccc4c(c3)OCO4)n12	.	.	0.9	1.9	6.0	9	-7	-2.5%	-2.9%	i	4	-0.7	-0.19	-0.13	-0.64	-4	618	-0.13	1265
O=C(CCC(=O)N1CCN(S(=O)(=O)c2ccc(Cl)cc2)CC1)Nc1ccc(Cl)cc1Cl	-2.0	514	2.9	1.9	4.4	41	34	-5.3%	-0.1%	i	11	1.8	-0.28	0.55	-0.92	32	614	-0.28	1316
COc1ccc(C2CC(c3c(-c4ccccc4)c4cc(Cl)ccc4[nH]c3=O)=NN2S(C)(=O)=O)cc1 (stereo not drawn)	-1.0	1177	2.5	1.4	4.3	6	7	-5.1%	-1.1%	i	-9	0.09	-0.045	0.22	-0.55	-38	728	0.07	792
O=C(O)c1[nH]c2ccccc2c1-c1ccccc1	-1.3	1225	3.1	1.5	9.6	-10	-3	0.4%	-3.1%	i	6	0.078	-0.027	0.16	0.18	0	783	.	.
CCOC(=O)c1[nH]c(C)c(C(=O)NCCc2ccc(OC)cc2)c1C	-0.6	1098	4.0	2.3	2.8	6	-26	0.6%	-2.1%	i	-6	-0.75	-0.16	-0.2	0.24	-6	622	0.6	1830
COc1ccc2c(c1)c(=O)oc1cc(OCC(=O)NC3CCCCC3)ccc12	0.0	1452	1.2	1.4	3.9	-10	3	-11%	-0.5%	i	-1	-0.56	-0.22	-1	0.94	.	.	-0.19	1133
Cc1cccc(NC(=O)CCCn2cc([N+](=O)[O-])cn2)n1	-1.9	1035	3.1	2.6	9.4	-3	-9	-3.9%	-0.5%	i	7	-0.12	-0.23	-0.016	0.66	16	710	0.03	1208
CCCNC(=O)COC(=O)CCC(=O)c1ccc(F)cc1	-1.4	1040	2.1	1.6	5.6	0	-7	-2.5%	-4.2%	i	-15	1	-0.19	1.5	-0.3	-3	777	-0.23	746

Looked up by structure from above:
SMILES	bCat nuc transl	bCat nuc transl cell count 5 µM	MT stabilize HCS	MT stabilize HCS Hoechst-high %	MT stabilize HCS cytotoxicity %	WT yeast gro inh	WT yeast gro inh mutant strain	XIAP displacement	ER stress rescue	Autophagy HCS	Autophagy HCS cell loss 18 h	Dynein transport	Dynein transport cytoplasmic EGFP	Dynein transport nuclear GR-EGFP	Dynein transport cell count	Lipid droplet	Lipid droplet cells 6.5 µM	Ins promoter up	Ins promoter up cell count
Cc1cccc(NC(=O)CCCn2cc([N+](=O)[O-])cn2)n1	-1.9	1035	3.1	2.6	9.4	-3	-9	-3.9%	-0.5%	i	7	-0.12	-0.23	-0.016	0.66	16	710	0.03	1208
COc1ccc2c(c1)c(=O)oc1cc(OCC(=O)NC3CCCCC3)ccc12	0.0	1452	1.2	1.4	3.9	-10	3	-11%	-0.5%	i	-1	-0.56	-0.22	-1	0.94	.	.	-0.19	1133

Only Autophagy HCS cell loss 18 h and Autophagy HCS, for four of the compounds above:
SMILES	Autophagy HCS cell loss 18 h	Autophagy HCS
COc1ccc2c(c1)c(=O)oc1cc(OCC(=O)NC3CCCCC3)ccc12	-1	i
CCOC(=O)CSc1nc2cc(C(=O)OC)ccc2c(=O)n1CCN1CCOCC1	-7	i
Cc1ccc(C(=O)NNC(=O)C2CCN(c3nccc(C)n3)CC2)cc1	-8	i
Cc1cccc(NC(=O)CCCn2cc([N+](=O)[O-])cn2)n1	7	i

Compound activity as filed in PubChem BioAssay.
